GLP1R cytotox: cytotoxic in the GLP-1 receptor inverse agonist counter-screen; HEK293 cAMP-luciferase reporter cells, luminescence, 24 h; Potency, µM (highest dose often 38.3 µM), without a hit: top-dose activity change, negative = inhibition, most hits filed as inhibitors; hit rate 0.13% among 410,000; AID 624418;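 further: loss of luciferase light is scored as toxicity; potency means the concentration at half of the fitted maximal effect; on the % scale 0 is the no-effect control and ±100 the full control effect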
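1536-well qHTS counterscreen of the MLSMR; 200 cells/uL, 12 h pre-incubation, 23 nL cpd, 24 h at 37 deg C 5% CO2, luciferase detection reagent, 12 min RT, luminescence. Inhibition = undesired.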
PTHR1 ag: agonists of human PTHR1 parathyroid hormone receptor; hit rate 0.075% among 410,000; HEK293 GP2 PTHR1 cells, GloSensor cAMP luminescence, 1 h; Q03431; Potency, µM (top dose mostly 115 µM), for the others: at the highest dose activation, actives largely listed as activators; AID 743266; further: potency means the concentration at half of the fitted maximal effect; nearly all actives have a fitted effect of over 55% in size; some results filed as inactive show a strong effect at the top dose; inactives centre near -15; many of its hits are not listed in these tables
Target sequence (Q03431 whole entry, looked up): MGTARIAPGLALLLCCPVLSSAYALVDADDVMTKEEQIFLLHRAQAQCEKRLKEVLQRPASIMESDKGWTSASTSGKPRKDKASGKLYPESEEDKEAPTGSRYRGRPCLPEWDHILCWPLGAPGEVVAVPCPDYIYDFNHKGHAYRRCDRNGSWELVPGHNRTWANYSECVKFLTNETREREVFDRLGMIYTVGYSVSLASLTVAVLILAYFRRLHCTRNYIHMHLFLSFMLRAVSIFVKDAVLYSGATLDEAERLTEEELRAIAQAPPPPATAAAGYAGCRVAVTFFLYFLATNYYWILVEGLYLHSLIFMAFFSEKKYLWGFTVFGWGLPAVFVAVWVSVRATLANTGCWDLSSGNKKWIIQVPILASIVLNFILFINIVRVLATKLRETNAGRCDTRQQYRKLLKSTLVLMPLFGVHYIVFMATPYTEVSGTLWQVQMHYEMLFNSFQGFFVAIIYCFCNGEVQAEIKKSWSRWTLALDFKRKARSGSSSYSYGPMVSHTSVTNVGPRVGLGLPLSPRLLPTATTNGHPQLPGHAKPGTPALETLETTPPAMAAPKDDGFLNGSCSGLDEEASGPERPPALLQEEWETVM
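HEK-293-derived GP2 cells expressing PTHR1 and a GloSensor cAMP reporter, 3,000/well, plated overnight, given luciferin plus IBMX (each 0.5 mM as added) for 1 h at 37 °C, then compound for 1 h at 37 °C. Luminescence was read after 15 min at room temperature.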
Abeta rescue: restores growth of yeast expressing A-beta42 peptide | yeast expressing A-beta42, growth rescue, OD600, 48 h; response scale: 0% DMSO, 100% iron-clioquinol control | Potency, µM (titrated, usually from 46.1 µM), without a hit: at the top dose growth rescue, actives largely listed as activators | hit rate 0.063% among 410,000; further: potency means the concentration at half of the fitted maximal effect; nearly all actives have a fitted effect of over 55% in size
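Growth rescue measured by 600 nm absorbance after 48 h yeast culture at 30 C with compound. Values normalized between DMSO and an equimolar ferric chloride plus clioquinol control.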
GLP1R inv ag: GLP-1 receptor (human) inverse agonism | P43220 | HEK293 GLP-1R CRE-luciferase, luminescence, 24 h; GLP-1R form is constitutively active | Potency, µM (doses to about 38.3 µM), for inactives: at the highest dose activity change, negative = inhibition, hits mostly inhibitors | hit rate 1.6% among 410,000 | AID 624417; further: potency means the concentration at half of the fitted maximal effect; on the % scale 0 is the no-effect control and ±100 the full control effect; nearly all actives have a fitted effect of over 55% in size
Target sequence (P43220 whole entry, looked up): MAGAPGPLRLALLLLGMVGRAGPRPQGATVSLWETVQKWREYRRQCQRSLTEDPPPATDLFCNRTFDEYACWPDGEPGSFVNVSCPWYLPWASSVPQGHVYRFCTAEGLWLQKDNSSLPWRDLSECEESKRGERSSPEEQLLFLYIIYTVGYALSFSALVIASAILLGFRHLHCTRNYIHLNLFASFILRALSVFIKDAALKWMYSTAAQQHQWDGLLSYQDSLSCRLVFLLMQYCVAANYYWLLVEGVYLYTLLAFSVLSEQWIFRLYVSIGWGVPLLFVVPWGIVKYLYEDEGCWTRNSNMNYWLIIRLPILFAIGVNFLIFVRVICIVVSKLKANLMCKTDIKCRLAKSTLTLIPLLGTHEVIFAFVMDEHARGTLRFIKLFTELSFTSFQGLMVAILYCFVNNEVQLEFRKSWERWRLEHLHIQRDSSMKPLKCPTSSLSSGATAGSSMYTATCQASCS
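Inverse agonism was detected as reduced cAMP-driven luciferase luminescence after 24 h compound treatment. The cells were HEK293 clones expressing constitutively active human GLP-1R with the reporter. Reporter-only and GPR119 cell lines served as counterscreen controls.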
Mm-Cpn inhibitor: blocks the Methanococcus maripaludis chaperonin Mm-Cpn | AID 504842 | hit rate 0.031% among 330,000 | Potency, µM (titrated, usually from 76.9 µM), for inactives: at the highest dose activity, negative = inhibition, actives largely listed as inhibitors | purified Mm-Cpn ATPase, ADP Transcreener TR-FRET; further: potency means the concentration at half of the fitted maximal effect; on the % scale 0 is the no-effect control and ±100 the full control effect; nearly all actives have a fitted effect of over 80% in size
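Purified archaeal Mm-CPN (25nM final) preincubated 10 min at 37degC with compound, then 10uM ATP for 30 min at 37degC; ADP measured by HTRF Transcreener TR-FRET; buffer 30 mM TRIS pH 7.4, 100mM KCl, 5mM MgCl2, 1mM DTT.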
pAkt inh: blocks phosphorylation of Akt; Neuro2A IGF-stimulated pAkt S473 HTRF, 20 min; active compounds read low; activity change, % for hits at 50 µM; hit rate 0.32% among 360,000; in the data active means activity change below about -80%; inconclusive means mostly about -51% to -80%; further: on the % scale 0 is the no-effect control and ±100 the full control effect
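Single-point screen (50 µM final compound) in Neuro2A cells stimulated 20 min with 6 nM IGF at 37 deg C. After lysis, Ser473-phosphorylated Akt read by HTRF (ex 330 nm, em 615/665 nm) as the 665/615 ratio.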
TDP43 rescue: rescues yeast growth from TDP-43 toxicity | TDP-43 expressing yeast growth rescue, BacTiter-Glo, 24 h | Potency, µM (highest dose often 46.1 µM), for inactives: at the highest dose growth rescue (activation), actives largely listed as activators | hit rate 1.8% among 410,000 | AID 652104; further: potency means the concentration at half of the fitted maximal effect; % of control where 0% means no effect; nearly all actives have a fitted effect of over 50% in size
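Yeast expressing TDP-43 (pregrown in raffinose, seeded at OD600=0.02 in galactose medium) exposed to compounds 24 hr at 30 deg C. Growth read by BacTiter-Glo luminescence; rescue of toxicity appears as increased signal.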
FUS yeast rescue: rescues growth of FUS-expressing yeast | Potency, µM (top dose mostly 76.6 µM), without a hit: at the top dose growth rescue (activation), actives largely listed as activators | S. cerevisiae FUS-expressing, growth rescue, OD600, 24 h | hit rate 0.24% among 390,000;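 further: potency means the concentration at half of the fitted maximal effect; plate controls were DMSO vehicle for no effect and reference control for full effect; nearly all actives have a fitted effect of over 55% in size; some results filed as inactive show a strong effect at the top dose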
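Yeast FUS proteinopathy model; galactose-induced FUS (2%), starting OD 0.005. Cpds in dilution series, 24hr, 30C, 99% humidity. Abs 600 nm growth. Pos ctrl CP55940 (top 92uM final); neg ctrl DMSO.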
aSyn rescue: inhibitors of alpha-synuclein toxicity in yeast; hit rate 0.14% among 370,000; Potency, µM (highest dose often 46.1 µM), without a hit: at the top dose growth rescue (activation), most hits filed as activators; AID 652106; Yeast expressing alpha-synuclein, growth rescue, BacTiter-Glo, 24 h; further: potency means the concentration at half of the fitted maximal effect; % of control where 0% means no effect; nearly all actives have a fitted effect of over 65% in size
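Screening used galactose-induced yeast with toxic alpha-synuclein levels, exposed to compound for 24 hr at 30 deg C. Cell growth, read with BacTiter-Glo luminescence, gave the measured signal.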
Starred values were filed as active, the others as inactive; i = inactive; ? = inconclusive; · = no result given; & = joins results of further samples; [ ] = remark or other dose. Unless noted, the call rests on the fitted dose curve; in most records, active means well fitted curve in the direction sought with a large enough effect; inconclusive means small, poorly fitted or top-dose-only effect, or another doubt; inactive means no such curve, though single readings can be large; an effect the other way counts as inactive or inconclusive.

SMILES	GLP1R cytotox	PTHR1 ag	Abeta rescue	GLP1R inv ag	Mm-Cpn inhibitor	pAkt inh	TDP43 rescue	FUS yeast rescue	aSyn rescue
Cc1nn(-c2ccccc2)c(-n2cccc2)c1C(=O)NCCc1ccc(Cl)cc1	7%	i	-27%	?	·	·	26%	38%	·
Cc1ccc(C)c(C(=O)CCC(=O)Nc2ccc(F)cc2)c1	-2%	-19%	12%	?	1%	i	?	-21%	-5%
O=C(NNC(=O)c1cc2ccccc2o1)c1ccc(Cl)cc1	-5%	i	-9%	-4%	-2%	i	-2%	-21%	-4%
O=C(CNC(=O)c1cn2ccccc2n1)Nc1ccc(F)c(F)c1	-1%	-5%	-2%	31%	0%	i	-18%	-10%	-8%
Cc1ccc(C(=O)Oc2ccc(-c3nnco3)cc2)o1	-6%	i	1%	25%	-10%	i	0%	-5%	1%
COc1ccc(OCC(=O)Nc2cc3oc4ccccc4c3cc2OC)cc1	-12%	i	-9%	7%	-1%	i	3%	-3%	2%
CC(C(=O)Nc1cccc([N+](=O)[O-])c1)[n+]1ccccc1 (configuration not stated)	4%	i	6%	12%	-4%	i	-1%	-31%	12%
C=CCN(C(=O)CCS(=O)(=O)c1cccc2nsnc12)c1ccccc1	?	-10%	-8%	-21%	-3%	i	-4%	-7%	8%
Cc1ccc(CSc2nnc(-c3ccncc3)n2CC2CCCO2)cc1 (configuration not stated)	3%	-25%	15%	2%	-2%	i	-1%	7%	19%
c1ccc2c(c1)NC1(CCCC1)n1c-2nc2ccccc21	8%	-17%[57.5 µM]	-20%	-16%	-9%	i	4%	8%	-4%
CC(C)(C)C1CCC(CN2C(Nc3ccccc3)=NC[C@@H]2Cc2ccccc2)CC1 (some centres not stated)	?	-34%[inhibitor]	0%	?	-5%	i	10%	9%	-17%
CCN(CC)CCCNC(=O)c1cn(C)c2ccc(S(=O)(=O)N3CCOCC3)cc2c1=O	-9%	-21%	2%	12%	·	·	24%	11%	·
CC(=O)Nc1ccc(C(=O)N2CCCCC2c2cc(C(=O)NC(C)C)no2)cc1 (configuration not stated)	0%	i	-6%	23%	·	i	8%	-11%	2%
Cc1cc(F)ccc1NC(=O)c1ccc(NS(=O)(=O)c2cc(C(C)(C)C)ccc2C)cc1	?	-8%	-7%	4.5µM*	-2%	i	17%	·	-7%
CCOC(=O)c1cc(-c2ccccc2)n(CC(=O)Nc2cc(Cl)c(OC)cc2OC)c1C	-10%	7%	-6%	4%	·	·	-8%	-4%	·
O=C(CSc1ncccn1)NC(=O)c1ccccc1	5%	i	-11%	8%	2%	i	3%	-1%	-2%
COC(=O)c1ccc(CSc2nc(C)nc3c2c(=O)n(C)c(=O)n3C)o1	-1%	i	2%	2%	2%	i	34%	-18%	-3%
Clc1cc(Cl)c(OCc2nc(-c3ccccn3)no2)cc1Cl	-4%	-41%[inhibitor]	14%	0%	-1%	i	?	0%	0%
COCC(=O)N1CCC(Oc2ccc(C(=O)N3CCCCC3COC)cc2)CC1 (configuration not stated)	0%	i	1%	-8%	-5%	i	4%	-4%	-2%
CS(=O)(=O)N(CC(=O)N1CCCC1)c1ccccc1F	-9%	i	8%	18%	1%	i	-4%	-18%	-1%
CCOC(=O)c1cc(S(=O)(=O)N2CCN(c3cccc(C)c3)C(C)C2)[nH]n1 (configuration not stated)	4%	i	8%	8%	·	·	9%	38%	·
CSc1ccccc1NS(=O)(=O)c1ccc2c(c1)OCCO2	-19%	-19%	-8%	-1%	0%	i	16%	10%	10%
O=C(Nc1ccc(N2CCCCC2)cc1)c1ccc(F)cc1F	-12%	-71%[inhibitor]	4%	?	-1%	i	1%	12%	-7%
COc1ccccc1Nc1ncc(C(=O)Nc2ccc(OC)c(OC)c2)c2ccccc12	-9%&-3%	-5%&-10%	-5%&13%	?	-6%	i	11%&7%	-25%	-8%
CCOC(=O)C1=C(C)C(c2ccccc2OC)NC(=S)N1 (configuration not stated)	-14%	i	-12%	-13%	3%	i	13%	19%	0%

A draw from above in order of length of the SMILES, low to high.
SMILES	GLP1R cytotox	PTHR1 ag	Abeta rescue	GLP1R inv ag	Mm-Cpn inhibitor	pAkt inh	TDP43 rescue	FUS yeast rescue	aSyn rescue
O=C(CSc1ncccn1)NC(=O)c1ccccc1	5%	i	-11%	8%	2%	i	3%	-1%	-2%
CS(=O)(=O)N(CC(=O)N1CCCC1)c1ccccc1F	-9%	i	8%	18%	1%	i	-4%	-18%	-1%
O=C(NNC(=O)c1cc2ccccc2o1)c1ccc(Cl)cc1	-5%	i	-9%	-4%	-2%	i	-2%	-21%	-4%
O=C(CNC(=O)c1cn2ccccc2n1)Nc1ccc(F)c(F)c1	-1%	-5%	-2%	31%	0%	i	-18%	-10%	-8%

Entries of single compounds, quoted from the list. Values in the order: GLP1R cytotox	PTHR1 ag	Abeta rescue	GLP1R inv ag	Mm-Cpn inhibitor	pAkt inh	TDP43 rescue	FUS yeast rescue	aSyn rescue
Shown for `O=C(CNC(=O)c1cn2ccccc2n1)Nc1ccc(F)c(F)c1` : -1%	-5%	-2%	31%	0%	i	-18%	-10%	-8%
Shown for `Cc1ccc(CSc2nnc(-c3ccncc3)n2CC2CCCO2)cc1` (configuration not stated) : 3%	-25%	15%	2%	-2%	i	-1%	7%	19%
Shown for `CCOC(=O)c1cc(S(=O)(=O)N2CCN(c3cccc(C)c3)C(C)C2)[nH]n1` (configuration not stated) : 4%	i	8%	8%	·	·	9%	38%	·
Shown for `Cc1cc(F)ccc1NC(=O)c1ccc(NS(=O)(=O)c2cc(C(C)(C)C)ccc2C)cc1` : ?	-8%	-7%	4.5µM*	-2%	i	17%	·	-7%

Following part:
SMILES	GLP1R cytotox	PTHR1 ag	Abeta rescue	GLP1R inv ag	Mm-Cpn inhibitor	pAkt inh	TDP43 rescue	FUS yeast rescue	aSyn rescue
CC(NC(=O)C1(C)CC1(Br)Br)C(C)(C)C (configuration not stated)	26%	-2%	14%	-3%	0%	i	1%	8%	-5%
CCC(=O)N1CCC1(C)C(=O)Nc1cc(-c2ccccc2)nn1C (configuration not stated)	-4%	i	-6%	19%	·	i	7%	-20%	0%
Cc1ccc(NC(=O)C(Cc2ccccc2)NS(=O)(=O)c2ccc3c(c2)c(=O)n(C)c(=O)n3C)c(C)c1 (configuration not stated)	2%	-10%	-12%	-1%	·	·	-7%	-17%	·
CN(C(=O)c1ccc(-c2ccccc2)cc1)C1CCCCC1	1%	i	-16%	10µM*	·	i	19%	7%	8%
Cc1cc(NC(=O)C(C)SCC(=O)OCc2ccc([N+](=O)[O-])cc2)no1 (configuration not stated)	24%	-17%	4%	2%	1%	i	-8%	-5%	-2%
CCN(C(=O)COc1cc(=O)n(CC)c2ccccc12)c1cccc(Cl)c1	-5%	-21%[57.5 µM]	5%	-1%	3%	i	22%	38%	9%
Cc1c(C(=O)Nc2cccc(C(F)(F)F)c2)sc2nc3n(c(=O)c12)CCCC3	3%	-5%	-25%	-1%	·	·	-12%	5%	·
CC(=O)Nc1ccc(O)cc1[N+](=O)[O-]	0%	8%	-6%	7%	-2%	i	-9%	11%	-5%
Cc1ccc(C)n1CCN1CCN(C(=O)CSc2nc3ccccc3nc2N2CCOCC2)CC1	-20%	i	3%	9%	-2%	i	7%	17%	0%
CCCCn1c(N)c(N(CC)C(=O)c2ccc(C#N)cc2)c(=O)[nH]c1=O	-3%	-17%	6%	9%	2%	i	-13%	?	-8%
CC(C)(C)c1cc(CCC(=O)NCc2cccnc2)cc(C(C)(C)C)c1O	11%	-1%	6%	?	0%	i	-3%	10%	1%
CCn1c(=O)c(-c2nc3ccccc3[nH]2)c(O)c2ccccc21	3%	-4%	-10%	17%	0%	i	-9%[9.22 µM]	-14%	-4%
Cc1ccc(NC(=O)CS(=O)CC(=O)N2CCN(C3CCCC3)CC2)cc1 (configuration not stated)	5%	i	-11%	10%	2%	i	10%	0%	5%
CCOc1ccc2c(c1)c(N=O)c(O)n2C	6%	-8%	-2%	43%[activator]	0%	i	-7%	0%	-1%
O=S(=O)(NCc1cc(-c2ccccc2)no1)c1ccc(Cl)cc1	-6%	-16%	-1%	-18%	1%	i	2%	24%	0%
Cc1ccc(C(=O)N2CCN(S(=O)(=O)N3CCCCCC3)CC2)cc1	-3%	-25%	-76%[inhibitor]	-18%	0%	i	0%	25%	-34%[inhibitor]
CCCCNC(=S)NC(C)(C)CO	0%	i	-8%	7%	0%	i	10%	-31%	-5%
CC(C)CCN1CCN(Cc2cccn2-c2ccccn2)CC1CCO (configuration not stated)	-25%	-34%[inhibitor]	-5%	-32%	1%	i	-19%	40%	-1%

Screening data: PubChem, National Center for Advancing Translational Sciences (NCATS)

Not all compounds are listed; count on the stated rates, not on these rows.
